PrPC TRFRET: inhibitors of human cell surface prion protein PrPC, primary screen, cell-based, TR-FRET; inhibition, % at 13.8 µM; AID 720596, 2013; TR-FRET read-out; hit rate 0.43% among 370,000; in the data active = inhibition above about 24%; note: 0% = median of the test wells and 100% = reference compound wells
PfHsp40 rescue: rescue of yeast from PfHsp40 toxicity, primary screen, S. cerevisiae, ATP luminescence. AID 504582, 2011. growth rescue, % at 12.5 µM. S. cerevisiae expressing PfHsp40, growth rescue. hit rate 0.68% among 340,000; in the data active = growth rescue above about 28%, passing the limit was not always enough; inconclusive = no clear call, values can overlap the other calls;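 note: yeast W303a lacking pdr1 and pdr3 grown in galactose medium; growth measured after three days at 30 °C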
BoNT A protease: BoNT/A light chain protease inhibitors, primary screen, biochemical, flow cytometry, MLPCN library; Botulinum neurotoxin type A light chain protease (Clostridium botulinum A str. ATCC 3502); multiplex microsphere protease substrate cleavage; inhibition, % at 10 µM; hit rate 0.17% among 360,000; AID 588499, 2011; note: plate controls were buffer without enzyme for full effect and enzyme alone for no effect
TcdB inh: TcdB glycohydrolase inhibitors, primary screen, biochemical, single point, plate reader | hit rate 0.24% among 350,000 | inhibition, % at 9.99 µM | Toxin B (Clostridioides difficile), P18177 | TcdB glycohydrolase enzymatic assay; in the data active = inhibition above about 10%
Target sequence (P18177 whole entry, looked up): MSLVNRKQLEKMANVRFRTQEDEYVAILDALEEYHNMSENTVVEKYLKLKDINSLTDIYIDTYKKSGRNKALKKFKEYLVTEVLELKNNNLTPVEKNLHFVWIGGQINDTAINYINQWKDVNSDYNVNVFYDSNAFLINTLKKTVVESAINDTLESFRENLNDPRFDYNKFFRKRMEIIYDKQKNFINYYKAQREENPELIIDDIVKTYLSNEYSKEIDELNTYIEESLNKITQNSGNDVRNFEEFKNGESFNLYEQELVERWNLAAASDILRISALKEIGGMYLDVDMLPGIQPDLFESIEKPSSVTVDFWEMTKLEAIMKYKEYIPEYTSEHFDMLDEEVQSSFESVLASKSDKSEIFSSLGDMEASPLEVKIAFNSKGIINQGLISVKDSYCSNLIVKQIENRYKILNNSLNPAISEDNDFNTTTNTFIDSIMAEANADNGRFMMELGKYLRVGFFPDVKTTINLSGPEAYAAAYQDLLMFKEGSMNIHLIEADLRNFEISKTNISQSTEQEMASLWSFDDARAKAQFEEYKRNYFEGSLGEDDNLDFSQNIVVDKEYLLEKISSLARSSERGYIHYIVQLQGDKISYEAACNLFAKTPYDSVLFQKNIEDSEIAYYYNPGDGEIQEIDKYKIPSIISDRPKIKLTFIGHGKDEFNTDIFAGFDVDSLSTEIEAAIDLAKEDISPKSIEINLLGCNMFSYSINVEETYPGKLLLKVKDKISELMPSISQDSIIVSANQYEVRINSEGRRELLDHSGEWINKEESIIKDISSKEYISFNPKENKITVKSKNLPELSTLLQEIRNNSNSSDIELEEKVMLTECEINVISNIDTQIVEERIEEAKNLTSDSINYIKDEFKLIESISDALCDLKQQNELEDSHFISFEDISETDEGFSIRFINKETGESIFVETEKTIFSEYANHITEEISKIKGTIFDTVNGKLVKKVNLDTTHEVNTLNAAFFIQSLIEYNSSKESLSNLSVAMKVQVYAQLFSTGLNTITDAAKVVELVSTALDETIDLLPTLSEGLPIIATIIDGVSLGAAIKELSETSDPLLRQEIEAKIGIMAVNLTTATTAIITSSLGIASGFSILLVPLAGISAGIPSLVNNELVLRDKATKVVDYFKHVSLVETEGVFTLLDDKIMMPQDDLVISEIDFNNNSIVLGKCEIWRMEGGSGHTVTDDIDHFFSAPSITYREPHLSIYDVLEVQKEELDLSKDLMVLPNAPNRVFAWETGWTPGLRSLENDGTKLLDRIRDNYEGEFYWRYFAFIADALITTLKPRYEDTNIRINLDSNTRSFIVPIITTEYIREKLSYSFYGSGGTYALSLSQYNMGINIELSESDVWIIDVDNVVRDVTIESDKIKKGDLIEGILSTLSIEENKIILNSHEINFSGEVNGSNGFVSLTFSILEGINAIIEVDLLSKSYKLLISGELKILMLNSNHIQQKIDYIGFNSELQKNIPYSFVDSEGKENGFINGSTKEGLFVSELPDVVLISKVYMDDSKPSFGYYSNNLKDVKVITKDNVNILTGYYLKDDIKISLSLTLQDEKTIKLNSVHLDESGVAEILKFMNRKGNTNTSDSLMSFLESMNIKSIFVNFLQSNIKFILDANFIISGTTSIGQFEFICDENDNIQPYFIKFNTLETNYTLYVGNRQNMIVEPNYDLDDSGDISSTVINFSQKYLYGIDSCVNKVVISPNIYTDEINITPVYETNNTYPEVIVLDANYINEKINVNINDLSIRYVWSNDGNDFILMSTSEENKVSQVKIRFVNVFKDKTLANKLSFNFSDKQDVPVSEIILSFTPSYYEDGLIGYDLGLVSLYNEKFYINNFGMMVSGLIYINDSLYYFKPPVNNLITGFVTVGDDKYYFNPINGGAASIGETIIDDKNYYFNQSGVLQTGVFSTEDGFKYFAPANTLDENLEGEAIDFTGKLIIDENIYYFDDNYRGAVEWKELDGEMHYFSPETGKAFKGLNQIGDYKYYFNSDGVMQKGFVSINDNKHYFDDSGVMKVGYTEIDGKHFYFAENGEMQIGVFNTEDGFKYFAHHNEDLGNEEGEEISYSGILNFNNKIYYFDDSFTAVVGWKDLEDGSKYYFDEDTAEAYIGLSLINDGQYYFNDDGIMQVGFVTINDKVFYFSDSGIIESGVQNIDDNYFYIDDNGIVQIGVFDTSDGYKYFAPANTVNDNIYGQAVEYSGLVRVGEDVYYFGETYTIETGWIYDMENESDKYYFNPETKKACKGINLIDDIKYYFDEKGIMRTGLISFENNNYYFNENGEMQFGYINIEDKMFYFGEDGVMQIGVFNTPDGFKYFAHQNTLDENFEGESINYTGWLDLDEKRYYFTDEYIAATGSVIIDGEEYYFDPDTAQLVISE
FadD28 binding: inhibitors of FadD28 bisubstrate probe binding, primary screen, biochemical, fluorescence polarization, single point. hit rate 0.22% among 360,000. inhibition, % at 12.5 µM. Mycobacterium tuberculosis FadD28 fatty-acid-AMP ligase; in the data active = inhibition above about 8.5%, passing the limit was not always enough; inconclusive = no clear call, values can overlap the other calls
Anthrax LF inh2: Bacillus anthracis LF protease inhibitors, primary screen, biochemical, multiplex microsphere, MLPCN library; inhibition, % at 10 µM; multiplex microsphere protease cleavage assay; hit rate 0.12% among 360,000; Lethal factor (Bacillus anthracis), P15917; note: plate controls were buffer without enzyme for full effect and enzyme alone for no effect
BoNT F protease: BoNT/F light chain protease inhibitors, primary screen, biochemical, flow cytometry, MLPCN library | AID 588497, 2011 | inhibition, % at 10 µM | Multiplex microsphere protease cleavage assay | Botulinum neurotoxin type F light chain protease (Clostridium botulinum) | hit rate 0.22% among 360,000; in the data active = inhibition above about 35%, passing the limit was not always enough; inconclusive = no clear call, values can overlap the other calls; note: plate controls were buffer without enzyme for full effect and enzyme alone for no effect
Y pestis TopoI: Yersinia pestis topoisomerase I inhibitors, primary screen, biochemical, cleavage product accumulation, plate reader, single point; activity, % at 10 µM; DNA topoisomerase I (Yersinia pestis CO92); hit rate 0.064% among 360,000; AID 504884, 2011; Y. pestis Topo-I cleavage product accumulation; in the data active = activity above about 50%, passing the limit was not always enough; inconclusive = no clear call, values can overlap the other calls; note: inactives centre near 2
CCHF vOTU inh: CCHFV vOTU protease inhibitors, primary screen, biochemical, Pep-AMC substrate, fluorescence. inhibition, % at 11.5 µM. Crimean-Congo hemorrhagic fever virus L polyprotein viral ovarian tumor (vOTU) protease …. AID 651958, 2012. hit rate 0.55% among 370,000; in the data active = inhibition above about 30%; note: 0% = vehicle wells with enzyme and 100% = no enzyme wells
Starred values were filed as active, the others as inactive; ? = inconclusive; . = not tested or not shown. Cut-off read from the data, not from the text of the source, unless noted: active = inhibition above about 30%; inconclusive = no clear call, values can overlap the other calls; inactive = below that.

Structure,PrPC TRFRET,PfHsp40 rescue,BoNT A protease,TcdB inh,FadD28 binding,Anthrax LF inh2,BoNT F protease,Y pestis TopoI,CCHF vOTU inh
CN(C)S(=O)(=O)c1ccc(N2CCCC2)c(C(=O)N2CCC(C(N)=O)CC2)c1,-2,0.1,-2.7,0.0,1.4,-1,?,7,1
COc1ccc(-c2[nH]ncc2CN(C)Cc2ccccn2)c(OC)c1,12,1.1,-1.3,0.5,-2.5,1,1,2,-9
CCN1C[C@@H]2[C@@H]3C(=O)N(C)C(=O)[C@@H]3[C@](CC)(C1=O)N2C(=O)c1ccc(F)cc1,-4,0.2,0.3,0.3,-3.0,2,3,4,2
CCc1c(C)nc(N2CCN(c3ccc(Cl)cc3)CC2)[nH]c1=O,8,0.2,-1.6,2.5,-2.1,9,-8,3,-10
Cc1nc(SC(C)C(=O)NCC2CCCO2)c2cc(-c3ccccc3)sc2n1 (stereo not drawn),-20,-1.5,7.5,-0.5,0.4,-1,12,-7,4
COc1ccc(C(=O)NCc2nnc(SCC(=O)Nc3cc(C)cc(C)c3)o2)cc1OC,7,0.6,-0.2,.,-0.7,-2,-10,3,3
Cc1ccc(S(=O)(=O)CCSc2nc(C)cc(C(F)(F)F)c2C#N)cc1,-1,2.7,-0.1,.,-3.5,-1,20,6,6
CCN(CC)CCNC(=O)CNC(=O)c1nn(-c2ccc(OC)c(OC)c2)c(=O)c2ccccc12,-3,0.1,-1.9,0.3,0.0,8,-6,-4,-5
Cc1ccc2nc(NC(=O)C3CC(=O)N(Cc4ccco4)C3)sc2c1 (stereo not drawn),4,-0.3,0.1,0.7,-3.4,0,-5,-2,2
CCN(CC)c1ccc(N=Cc2c(O)n(CCc3ccc(OC)c(OC)c3)c(=O)[nH]c2=O)cc1,6,0.6,0.7,.,2.4,0,4,-1,-46
Cc1ccccc1S(=O)(=O)Nc1ncnc2sccc12,-3,1.1,-0.3,0.3,-1.6,-1,6,-4,-13
COc1ccc2nc(NC(=O)c3ccc4ncsc4c3)sc2c1,.,-0.1,-0.6,.,-2.0,0,-4,-3,.
CC(C)(C)[C@H]1COC(=O)CCC/C=C/C[C@H](CC(=O)NCCO)C(=O)N1,-6,-1.8,0.3,-1.0,-1.6,1,0,8,0
CC(C)CCN1CCN(Cc2cccc3nonc23)CC1CCO (stereo not drawn),-13,0.3,0.2,1.6,-0.2,0,-9,-2,-4
N=c1n(Cc2ccccc2)c2ccccc2n1CC(O)COc1ccccc1 (stereo not drawn),-7,1.7,-1.4,.,-2.2,-7,-3,17,2
Cc1cc(Cl)ccc1OCC(=O)NNC(=O)CCOc1ccccc1,-7,-0.6,-0.1,0.6,-1.2,-1,6,4,-11
CC(C)(C)OC(=O)N1CCC(C(=O)Nc2cccc(C(=O)NCc3ccccc3)c2)CC1,18,-0.1,0.3,-0.5,-6.0,-3,6,22,7
COc1ccc(C2CC(=O)Oc3c2c(=O)n(C)c2ccccc32)c(OC)c1OC (stereo not drawn),1,-0.4,0.2,0.3,-0.6,-2,-3,3,2
O=C(NCCC(F)(F)F)C1Cc2c(-c3cccc(F)c3)ccnc2O1 (stereo not drawn),4,.,-0.3,0.6,-1.1,-3,6,-4,4
Fc1c(F)c(F)c(N=Cc2ccc3ncccc3c2)c(F)c1F,-6,-0.6,-1.0,0.0,-0.6,0,-5,4,7
CCn1c(SCC(=O)NC2CCCC2)nnc1-c1cccnc1,2,-2.0,-0.3,-0.1,-0.1,-2,-2,8,5
C=CCN1C[C@@H](C)N(C(c2ccc(C(=O)N(CC)CC)cc2)c2cccc(OC)c2)C[C@@H]1C (stereo partly drawn),-6,-1.1,-0.1,0.7,-1.3,3,-9,30,10
NC(=O)CCC(NC(=O)c1ccc(Cl)cc1)C(=O)O (stereo not drawn),4,-0.6,-0.5,-0.3,-0.3,-4,-2,-2,4
CC1=C(C(=O)Nc2ccccc2)C(c2cccnc2)n2ncnc2N1 (stereo not drawn),-7,-0.1,-0.7,.,-1.7,-1,-5,-3,4
O=C(C[n+]1ccc(/C=N/O)cc1)N1CCCCC1,-23,-0.7,?,1.8,-0.3,-12,?,4,-1
COc1cc(CN2CCCC(C(=O)c3sccc3C)C2)cc(OC)c1O (stereo not drawn),4,0.5,1.3,-8.4,0.2,-1,-13,17,3
Cc1ccc(S(=O)(=O)NC(=O)c2cc(C)n(-c3cc(S(=O)(=O)N4CCOCC4)ccc3N3CCCC3)c2C)cc1,-1,0.0,1.3,1.3,-3.5,-2,7,0,3
Oc1c(CN2CCOCC2)ccc(CN2CCOCC2)c1O,-2,11,-0.2,-6.2,-0.5,-10,-6,-2,13
O=c1c2ccccc2ncn1-c1ccc(Br)cc1[N+](=O)[O-],0,-1.8,0.7,0.5,-2.4,7,0,-1,-6
CCOc1ccc(CCNC(=O)CN2C(=O)c3cccnc3Oc3ccc(C)cc32)cc1OCC,3,-0.3,-1.4,0.1,-0.1,-6,-20,17,1
CCOC(=O)c1[nH]c(C)c(C(=O)OCC(=O)NC(C)c2ccc(F)cc2)c1C (stereo not drawn),0,-0.1,.,0.8,0.4,.,.,-4,-1
Nc1nc(SCC(=O)N2N=C3/C(=C/c4ccco4)CCCC3C2c2ccco2)n[nH]1 (stereo not drawn),1,0.4,0.3,.,-3.6,-1,1,13,14

Entries of single compounds, looked up by structure.
Cc1ccc(S(=O)(=O)NC(=O)c2cc(C)n(-c3cc(S(=O)(=O)N4CCOCC4)ccc3N3CCCC3)c2C)cc1 reads PrPC TRFRET = -1; PfHsp40 rescue = 0.0; BoNT A protease = 1.3; TcdB inh = 1.3; FadD28 binding = -3.5; Anthrax LF inh2 = -2; BoNT F protease = 7; Y pestis TopoI = 0; CCHF vOTU inh = 3
CCOc1ccc(CCNC(=O)CN2C(=O)c3cccnc3Oc3ccc(C)cc32)cc1OCC reads PrPC TRFRET = 3; PfHsp40 rescue = -0.3; BoNT A protease = -1.4; TcdB inh = 0.1; FadD28 binding = -0.1; Anthrax LF inh2 = -6; BoNT F protease = -20; Y pestis TopoI = 17; CCHF vOTU inh = 1

Continuation:
Structure,PrPC TRFRET,PfHsp40 rescue,BoNT A protease,TcdB inh,FadD28 binding,Anthrax LF inh2,BoNT F protease,Y pestis TopoI,CCHF vOTU inh
COc1cc(OC)c2c(-c3cccc(-c4ccc(CO)cc4)c3)cc(=O)oc2c1,.,-1.2,-0.1,.,-7.8,1,6,2,.
CCOC(=O)/C(C#N)=C/c1c(N2CCN(C)CC2)nc2ccccn2c1=O,-14,0.8,-0.8,0.8,0.9,2,15,3,-2
CCN(CC(=O)NCc1cccs1)C(=O)c1cc(=O)[nH]c2ccccc12,6,0.6,1.1,2.4,-2.9,6,6,2,2
CCn1c(COc2ccccc2C)nnc1SCC(=O)N1CCN(c2ccccc2)CC1,-10,1.4,0.0,-0.5,-0.4,-1,1,3,11
Cc1ccc(NC(=O)Cn2ncc(Cl)c(Cl)c2=O)cc1S(=O)(=O)N1CCCCC1,-15,0.3,-1.8,0.9,1.4,-12,-1,-8,9
O=C(c1ccc(-c2ccc([N+](=O)[O-])cc2)o1)N1CCCC(C(F)(F)F)C1 (stereo not drawn),-11,-0.9,2.9,0.6,-2.9,3,-13,2,10
O=C(Cc1ccccc1)OCC(=O)N1CCN(S(=O)(=O)c2ccc(Cl)cc2)CC1,3,-1.2,6.2,1.3,-2.5,-2,2,19,-6
CCN(CC)C(=O)c1[nH]cnc1C(=O)NCC(=O)OC(C)(C)C,-4,2.0,-0.5,-1.0,-2.1,2,-10,-2,5
NC(=O)c1ccc(NC(=O)COC(=O)CC2CC3CCC2C3)cc1 (stereo not drawn),0,1.1,0.0,0.6,-2.8,-3,6,11,10
COc1ccc(S(=O)(=O)N2CCN(CC3CC=CCC3)CC2)cc1 (stereo not drawn),0,0.4,2.2,-1.3,0.6,-1,-1,28,2
CCOC(=O)C(=O)Cc1nc(OCc2ccccc2)cc(OCc2ccccc2)n1,1,-0.8,0.2,-1.1,-0.1,-5,-4,25,0
COc1ccc(S(=O)(=O)NCc2ccc3c(c2)cc(C)n3C)cc1,38*,2.0,79*,1.6,2.5,-94,-108,18,7
COc1ccc(S(=O)(=O)n2ccnc2C)c(C)c1C,2,1.0,4.0,0.6,0.0,-9,-12,-1,-1
CCCC(=O)c1c[nH]c(C(=O)NCCc2ccccn2)c1,6,-0.7,-0.1,.,-3.1,0,2,1,-1
O=C(N1CCOCC1)C12CC3CC(C1)CC(n1cnc(Cl)n1)(C3)C2,-2,-1.5,0.0,.,-2.3,-2,10,0,2
COc1ccc(N=NC2C(=O)N(c3ccccc3)N=C2C)cc1 (stereo not drawn),6,16,-1.8,1.8,-1.0,-8,-32,-4,-8
COc1ccc(CCNC(=O)C(C)OC(=O)c2nsc(Cl)c2Cl)cc1OC (stereo not drawn),0,0.6,2.8,1.3,-2.1,1,15,-5,13
CN(C)S(=O)(=O)c1cccc(C(=O)Nc2cccnc2)c1,1,-0.1,-2.5,.,0.9,-7,-18,1,-4
c1ccc(-c2c[nH]c(-c3ccccc3)c2)cc1,3,-3.2,-0.5,-1.6,0.4,-9,-10,-7,7
N#Cc1c(N)nc2c(c1-c1cccnc1)CCCCC2,-4,0.6,?,-2.7,-0.6,-6,-1,1,4
O=C(N/N=C/c1cccnc1)c1cc(C2CC2)nc2ccccc12,.,-1.8,-0.2,.,-8.3,-8,0,6,.
CC(C)n1nnnc1SCC(=O)Nc1ccccc1N1CCOCC1,-2,-0.8,-0.7,.,-4.2,-3,-19,2,9
Cc1cccc(-c2ccc3c(c2)C2CC3CCN2)c1 (stereo not drawn),6,-1.5,-0.8,1.9,-0.1,-2,-7,8,4
CCN(c1ccccc1)S(=O)(=O)c1ccc(C(=O)Nc2cccc(NC(C)=O)c2)cc1,7,0.5,-0.2,0.3,-4.8,6,0,4,3
CSc1ccc(CN(C)C(=O)c2cc(=O)[nH]c3ccccc23)cc1,1,0.7,-3.1,2.1,-3.0,-13,-12,0,-2

Screens from PubChem.
